Compound activity from PubChem BioAssay.
SRC3 inh: inhibits human SRC3 coactivator. HEK293 GAL4-SRC3 luciferase reporter, luminescence. Q9Y6Q9. inhibition, % at 3.6 µM. 0.17% of 360,000 active;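 active = inhibition above a per-campaign cutoff, the mean of all compounds plus 3 SD, cut at about 60% in these data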;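 note: 0% = DMSO-treated cells and 100% = gossypol-treated cells at 36 µM; higher means less SRC3-driven luciferase light from the GAL4 reporter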
EBV LMP1 NFkB: Epstein-Barr LMP1 NF-kappaB reporter inhibition | LMP1-induced NF-kappaB luciferase reporter cells, luminescence | inhibition, % at 12.5 µM | 0.69% of 350,000 active; in the data active = inhibition above about 41%;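 note: 0% = neutral control wells and 100% = reference inhibitor control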
NR2F2 inh: NR2F2 (human) inhibition, primary screen; P24468; HEK293T NGFI-A luciferase reporter, luminescence; inhibition, % at 8.6 µM; 0.7% of 370,000 active; AID 686940;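 active = inhibition above a per-plate cutoff, mean inhibition of test wells between control levels plus 3 SD, cut at about 38% in these data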;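 note: cells cotransfected with COUP-TFII expression vector driving the NGFI-A reporter; 0% = median of COUP-TF2 test wells and 100% = reporter-only cells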
Target sequence (P24468 whole entry, looked up): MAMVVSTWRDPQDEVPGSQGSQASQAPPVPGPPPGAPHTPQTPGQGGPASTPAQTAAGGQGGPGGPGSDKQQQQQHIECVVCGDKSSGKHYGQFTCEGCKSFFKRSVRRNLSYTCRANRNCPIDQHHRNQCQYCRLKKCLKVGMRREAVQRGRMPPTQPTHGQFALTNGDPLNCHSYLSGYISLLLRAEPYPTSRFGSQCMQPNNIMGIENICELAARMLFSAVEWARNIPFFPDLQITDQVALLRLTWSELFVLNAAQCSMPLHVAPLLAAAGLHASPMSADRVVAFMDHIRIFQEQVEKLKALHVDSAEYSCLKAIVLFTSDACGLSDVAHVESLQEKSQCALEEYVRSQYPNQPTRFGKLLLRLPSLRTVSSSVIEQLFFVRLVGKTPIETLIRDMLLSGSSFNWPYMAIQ
C8 TRAIL sens: caspase-8 TRAIL sensitization | NB7+C8 cells + TRAIL, ATPlite viability luminescence | inhibition (viability loss, TRAIL sensitization), % at 10 µM | 1% of 360,000 active | AID 624354;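 active = compounds causing at least 50% loss of cell viability in the single-dose screen, relative to plate controls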
TWEAK-Fn14 inh: TWEAK-Fn14 signaling inhibition | TWEAK-stimulated Fn14 reporter cells, luciferase luminescence, 8 h | inhibition, % at 10 µM | 2% of 360,000 active; in the data active = inhibition above about 50%
NR5A2 inv ag: suppresses constitutive activity of human LRH-1; 0.13% of 360,000 active; HEK293T StAR-luciferase reporter, LRH-1 transfected, 24 h; AID 602396; inhibition, % at 3.6 µM;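 active = inhibition above the mean inhibition of all tested compounds plus 3 SD, cut at about 73% in these data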;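 note: 0% = DMSO wells and 100% = reporter-only cells lacking LRH-1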
Target sequence (O00482 whole entry, looked up): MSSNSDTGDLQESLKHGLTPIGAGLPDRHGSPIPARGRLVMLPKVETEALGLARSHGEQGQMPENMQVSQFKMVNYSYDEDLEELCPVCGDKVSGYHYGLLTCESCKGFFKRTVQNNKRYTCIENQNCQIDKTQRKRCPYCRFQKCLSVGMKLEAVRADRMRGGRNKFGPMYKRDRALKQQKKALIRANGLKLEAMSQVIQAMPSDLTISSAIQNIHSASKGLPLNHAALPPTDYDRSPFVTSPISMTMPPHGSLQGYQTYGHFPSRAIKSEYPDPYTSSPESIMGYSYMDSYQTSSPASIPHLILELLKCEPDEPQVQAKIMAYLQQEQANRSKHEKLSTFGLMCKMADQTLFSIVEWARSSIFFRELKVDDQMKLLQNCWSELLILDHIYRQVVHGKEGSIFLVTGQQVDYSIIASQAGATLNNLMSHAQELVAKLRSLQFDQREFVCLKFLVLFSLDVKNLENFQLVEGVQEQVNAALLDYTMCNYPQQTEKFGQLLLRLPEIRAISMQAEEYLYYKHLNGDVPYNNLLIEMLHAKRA
NCOA2 inhibitor: inhibits human steroid receptor coactivator 2; Q15596; HEK293 GAL4-SRC2 luciferase reporter, luminescence; inhibition, % at 9 µM; 0.17% of 370,000 active; AID 651957;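 active = inhibition above the mean inhibition of all tested compounds plus 3 SD, set per campaign, cut at about 52% in these data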;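 note: 0% = DMSO treated cells and 100% = cells given Gossypol at 36 µM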
CF NFkB block: cystic fibrosis NF-kB activation inhibition | AID 588850 | inhibition, % at 5 µM | 0.86% of 360,000 active | KKLEB NF-kB-GFP reporter, PAF-induced, GFP fluorescence overnight;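 active = at least 50% inhibition at 5 µM, scaled per plate between neutral and stimulator controls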;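 note: PAF is a Pseudomonas aeruginosa culture filtrate used as stimulus; plate controls were PAF-stimulated DMSO wells for no effect and unstimulated DMSO wells for full effect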
TROY NFkB inh: TROY signaling inhibition; Q293 LMP1-TROYcd NF-kB luciferase reporter, 4 h; 0.98% of 360,000 active; AID 1347056; inhibition, % at 10 µM;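 active = compounds whose plate-normalised and pattern-corrected inhibition of the luciferase reporter signal at the single screening dose is 50% or more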
SRC1 inh: inhibits human SRC1 coactivator; Q15788; inhibition, % at 3.6 µM; HEK293 GAL4-SRC1 luciferase reporter, luminescence; 0.12% of 360,000 active;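 active = inhibition above the campaign mean plus 3 SD, with each screening campaign given its own cutoff, cut at about 60% in these data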;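 note: 0% = DMSO treated cells and 100% = gossypol at 36 µM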
KKLEB cytotox: reduces viability of KKLEB cystic fibrosis airway cells; activity change (cytotoxicity), % at 5 µM; KKLEB CF airway cells viability, ATPlite luminescence, overnight; active compounds read low; cells stimulated with P. aeruginosa culture filtrate; 0.36% of 360,000 active;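 active = corrected activity change at or below -50% at 5 µM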
* = called active by the depositor; . = no result given.

SMILES	SRC3 inh	EBV LMP1 NFkB	NR2F2 inh	C8 TRAIL sens	TWEAK-Fn14 inh	NR5A2 inv ag	NCOA2 inhibitor	CF NFkB block	TROY NFkB inh	SRC1 inh	KKLEB cytotox
CC1CN(c2nn3c(=O)c4ccccc4nc3c3ccccc23)CC(C)O1 (stereo not drawn)	37	8	-3	12	16	17	3	-34	-10	2	3
Cc1nnc(SCC(=O)N2CCCC(N3CCN(c4ccc(F)cc4)CC3)C2)o1 (stereo not drawn)	12	-7	1	-1	13	10	0	8	0	-6	-5
NS(=O)(=O)c1cccnc1Nc1ccc(Cl)c(Cl)c1	6	-4	10	-2	9	-6	-13	1	-16	-38	8
Cc1ccc2nc(/C(C#N)=C\c3ccc(OC(=O)c4cccs4)cc3)[nH]c2c1	-57	-12	-33	32	10	-49	-52	-7	-42	-44	13
Cc1cc(S(=O)(=O)N2CCN(c3ccccn3)CC2)c(C)cc1Cl	2	1	-7	3	11	-12	1	1	3	8	-4
COc1cccc(Nc2ccccc2C(=O)O)c1	14	3	-15	-11	-27	-12	-20	-2	-13	-9	3
COC(=O)Cc1c(C)c2ccc(O)c(CNCc3ccc(OC)c(OC)c3)c2oc1=O	6	7	6	-17	15	-5	3	-2	13	4	10
Cc1cc(C)cc(-n2nnnc2SCC(=O)Nc2nc(-c3ccc(Cl)cc3)cs2)c1	2	5	9	-1	-44	-5	-5	10	-6	-4	-18
O=C(C1CCCN(S(=O)(=O)c2cccc3cccnc23)C1)N1CCN(c2ccc(F)cc2)CC1 (stereo not drawn)	19	7	13	-11	1	-2	-20	6	-4	-12	-22
c1ccc2c(NCC3CCCO3)nc(-c3ccncc3)nc2c1 (stereo not drawn)	11	-13	-2	-3	-5	30	-1	-4	6	2	-6
O=C(Cc1ccc(F)cc1)Nc1nccs1	-1	1	-2	-2	15	-7	17	8	-7	12	3
Cc1c(Cl)cccc1N(Cc1ccc(C(=O)O)cc1)S(=O)(=O)c1ccccc1	-11	2	5	4	4	15	20	2	-1	13	8
COc1ccc(-c2noc(N3CCCC(C(=O)Nc4cc(F)ccc4F)C3)n2)cc1 (stereo not drawn)	-8	-10	-4	11	-9	-17	-61	0	-9	-5	-2
Cc1ccc(C)c(NC(=S)NCCCN2CCOCC2)c1	-6	-8	7	-10	13	10	-14	-13	13	1	2
CC1(C)Oc2ccc3ccc(=O)oc3c2/C(=C/N)C1=O	22	1	14	-5	6	7	13	16	17	16	4
CCOC(=O)C1CCCN(C(=O)c2ccc3c(c2)OCCO3)C1 (stereo not drawn)	16	-2	5	20	-8	11	-8	12	5	-11	-6
COC(=O)[C@H](CC(C)C)NC(=O)NCCCc1ccccc1	12	-2	-1	-2	14	-16	-10	-22	-2	5	-3
O=C(NC1CCCC1)C(c1ccncc1)N(Cc1ccccc1)C(=O)c1ccc(-c2ccccc2)[nH]1 (stereo not drawn)	-8	4	-3	18	20	-4	-9	-4	-15	-14	-7
O=C(NCc1ccc(F)cc1)C1(c2cccs2)CCOCC1	5	2	3	-2	-5	17	11	4	11	10	0
CCOC(=O)c1ccc2[nH]c(C)c(CCC(C)=O)c(=O)c2c1	3	-14	-10	-20	-26	2	-21	-6	9	-8	0
COCCNS(=O)(=O)c1ccc2c(c1)C(=O)c1cc(S(=O)(=O)NCCOC)ccc1-2	6	3	3	-6	-3	22	-10	9	8	14	-14
O=C(c1cccc(C(F)(F)F)c1)N(c1ccccn1)C1CCCCC1	14	9	0	-5	-2	16	-26	-8	-3	-10	-3
NC(=O)c1cnccn1	-10	-2	11	-11	3	2	17	-8	-6	-9	12
O=C(Oc1ccccc1)N1CCOCC1	-2	5	15	-3	-4	15	30	-8	12	2	-2
CCCn1c(N)c(C(=O)CSc2nc(C)nc3sc(C)c(C)c23)c(=O)[nH]c1=O	4	6	-10	7	-26	2	-11	14	8	-10	10
Cc1nc(C(=O)NCCC(C)C)sc1C1(C)CC(c2cccc([N+](=O)[O-])c2)=NO1 (stereo not drawn)	-17	-32	2	5	-46	19	28	-9	-15	-2	14
Cc1cccc(-n2c(Cc3ccccc3)nnc2SCc2ccc([N+](=O)[O-])cc2)c1	14	4	-19	4	-16	17	1	24	12	0	-4
CC1CCCC(NC(=O)CCNC(=O)c2ccc(Cl)cc2)C1C (stereo not drawn)	-26	2	-1	-3	-5	-4	8	8	-28	7	19
CCn1nc([N+](=O)[O-])c(C(C#N)c2nc3ccccc3n2C)c(Cl)c1=O (stereo not drawn)	6	1	7	10	69*	5	3	43	9	4	-17
O=C(Nc1c[nH]c(=O)[nH]c1=O)c1cccc(F)c1	5	2	5	12	-1	-1	11	-8	8	0	8
COc1ccccc1OCC#CCNC1CCCCC1C (stereo not drawn)	11	-13	3	2	-2	-3	-8	-5	-2	2	-6
O=C1[C@H]2[C@@H](c3ccc(F)cc3)N3C(=O)N(c4cccc(Br)c4)C(=O)[C@@]3(Cc3ccc(Cl)cc3)[C@H]2C(=O)N1C1CCCCC1	7	7	4	32	8	12	-18	-25	3	-22	3
CCN(CC(=O)NCc1ccc(Cl)cc1)C(=O)c1cc(S(=O)(=O)N2CCOCC2)ccc1C	9	0	7	-3	9	11	9	-5	3	12	12
CCC(C)(c1nnnn1-c1c(C)cccc1C)N(N=O)c1cccc(C(F)(F)F)c1 (stereo not drawn)	3	2	14	5	-7	3	29	5	0	-19	-8
NC(=O)COC(=O)c1ccccc1Nc1ccc(SC(F)F)cc1	-1	2	0	-6	-24	-15	1	-18	-48	-13	6
O=C(c1ccc(=O)oc1)N1CCN(C(c2ccccc2)c2ccccc2)CC1	9	4	13	2	-7	-11	8	-120	6	15	0
Cn1c(=O)c2ccccc2n(Cc2cccc(F)c2)c1=O	-7	9	20	-6	8	7	2	14	27	10	2
BrCCOCCOc1ccc2ccccc2c1	-18	-5	-21	-1	-19	-38	-22	13	-21	-16	-2
CC(C)C(=O)NC(c1ccco1)c1c(O)ccc2ccccc12 (stereo not drawn)	-5	-23	10	-6	17	1	9	-6	-20	-33	11
CCOC(=O)c1cc(C(C)(C)C)oc1CN	2	-2	-3	2	10	-8	-9	-1	-14	-7	-6
COc1ccc(C)c2sc(N(CCCN(C)C)C(=O)CS(=O)(=O)c3ccc(F)cc3)nc12	11	-3	-1	-1	-19	-33	-20	-5	12	2	4
O=C(CCCN=C1NS(=O)(=O)c2ccccc21)OCC(=O)c1ccccc1	5	1	10	-12	8	-11	-11	12	11	-15	1
CCOCCOC(=O)C1=C(C)N(C)C(=O)NC1c1ccccc1F (stereo not drawn)	8	-3	19	-8	-3	21	5	23	-7	21	-2
CCOC(=O)CN1C(=O)C(O)(c2c(C)[nH]c3ccccc23)c2ccccc21 (stereo not drawn)	-13	-10	-8	-13	9	3	12	-12	-6	-5	9
Cc1ccccc1C(=O)/C(C#N)=N/Nc1c(C)n(C)n(-c2ccccc2)c1=O	30	27	3	40	-12	30	11	15	-18	25	-11
COc1ccc(C(=O)NC(C(=O)NCc2ccccn2)C(C)C)cc1 (stereo not drawn)	0	1	-9	-5	1	-4	-2	6	-10	-6	7
CC1=C(C(=O)N2CCOCC2)CC(CC(=O)NC2CCCCC2)C(=O)N1Cc1ccccc1 (stereo not drawn)	2	-5	-15	-11	23	16	-1	-10	6	14	5
CC(C)OP(=O)(c1ccc(N(C)C)cc1)C(Nc1ccccc1)c1cccnc1 (stereo not drawn)	-17	-8	3	4	7	4	5	25	27	-7	-21
Cc1ccc(N(C)S(=O)(=O)c2cccc(C(=O)OCC(=O)c3c(N)n(C)c(=O)n(C)c3=O)c2)cc1	0	11	22	0	38	15	17	-5	52*	-4	-18
O=C(CSc1nncs1)Nc1ccc2c(c1)OCCO2	-32	-2	-16	8	0	-86	-61	13	-43	-45	-6
Cn1nc(C(=O)N2CCCc3ccccc32)c2ccccc2c1=O	-2	0	3	4	-4	1	7	-5	12	-6	-2
CC(C)C[C@@H](C)C(=O)N(Cc1ccccc1)c1ccccc1	0	-3	5	0	11	8	-20	-18	-14	3	3
CN(C)C(CNC(=O)CN1C(=O)NC2(CCc3ccccc32)C1=O)c1ccco1 (stereo not drawn)	1	0	6	-13	-2	-2	7	-6	-4	-71	4
Cc1cc(=O)[nH]n(CCO)c1=O	11	-9	13	-6	7	-19	17	-6	-28	7	1
CCCOc1ccc(/C(O)=C2/C(=O)C(=O)N(c3ccccn3)C2c2ccc(OC)cc2)cc1C (stereo not drawn)	-3	-3	0	-8	-18	4	9	-6	5	-13	-11
CC(NC(=O)C1CCN(S(=O)(=O)c2cccs2)CC1)c1cccc(Cl)c1 (stereo not drawn)	-3	0	8	13	10	-3	23	2	-9	-7	-8
CCCNS(=O)(=O)c1ccc(CCC(=O)N2CCCCC2)cc1	4	-11	3	5	-6	3	7	-9	-16	0	-4
Cn1nc(C(=O)Nc2ccc(S(=O)(=O)N3CCCC3)cc2)ccc1=O	25	8	9	3	-1	14	13	-2	6	-4	7
COc1cc2[nH]c(=O)n(Cc3ccc(C(=O)NC4CCN(Cc5ccccc5)CC4)cc3)c(=O)c2cc1OC	14	9	10	-14	-14	2	-19	-6	13	14	-20
c1ccc2c(c1)OCC(c1csc3ncnc(N4CCOCC4)c13)O2 (stereo not drawn)	12	11	-7	0	30	5	14	50	21	10	-16

One compound at a time, as listed above. Order of values: SRC3 inh	EBV LMP1 NFkB	NR2F2 inh	C8 TRAIL sens	TWEAK-Fn14 inh	NR5A2 inv ag	NCOA2 inhibitor	CF NFkB block	TROY NFkB inh	SRC1 inh	KKLEB cytotox
Results for `COc1ccc(C)c2sc(N(CCCN(C)C)C(=O)CS(=O)(=O)c3ccc(F)cc3)nc12` → 11	-3	-1	-1	-19	-33	-20	-5	12	2	4
Results for `CN(C)C(CNC(=O)CN1C(=O)NC2(CCc3ccccc32)C1=O)c1ccco1` (stereo not drawn) → 1	0	6	-13	-2	-2	7	-6	-4	-71	4
Results for `Cn1nc(C(=O)Nc2ccc(S(=O)(=O)N3CCCC3)cc2)ccc1=O` → 25	8	9	3	-1	14	13	-2	6	-4	7
Results for `CC(NC(=O)C1CCN(S(=O)(=O)c2cccs2)CC1)c1cccc(Cl)c1` (stereo not drawn) → -3	0	8	13	10	-3	23	2	-9	-7	-8

Next part:
SMILES	SRC3 inh	EBV LMP1 NFkB	NR2F2 inh	C8 TRAIL sens	TWEAK-Fn14 inh	NR5A2 inv ag	NCOA2 inhibitor	CF NFkB block	TROY NFkB inh	SRC1 inh	KKLEB cytotox
O=C(NCc1ccccc1)C(c1ccncc1)N(C(=O)c1ccccn1)c1ccccc1 (stereo not drawn)	-24	0	1	-2	3	-73	-59	-10	-23	-19	11
COc1cc(F)ccc1-c1cc(C(=O)Nc2ccc(C)c(NS(C)(=O)=O)c2)[nH]n1	-8	.	26	22	27	-2	-22	-31	28	-2	13
O=C(OCc1cc2ccccc2[nH]c1=O)c1ccc([N+](=O)[O-])cc1	11	1	-19	12	-6	-4	2	10	9	-31	-11
O=C(NCCNC(=O)C(c1ccccc1)c1ccccc1)c1ccco1	-9	-6	5	-11	6	-14	7	-10	-10	-7	-1
O=C(CCn1cnnn1)N1CCCC(Nc2ccc(F)cc2)C1 (stereo not drawn)	7	1	-3	-8	-7	3	21	-6	-8	-29	4
CCOC(=O)C1Nc2ccccc2C2c3ccccc3CC12 (stereo not drawn)	4	4	8	-6	-28	17	2	-82	-22	-26	-16
